Bioassay records as filed in PubChem BioAssay.
NALP1 yeast inh = NALP1 inflammasome inhibitors in reconstituted yeast, colorimetric, S. cerevisiae, triplicate retest | S. cerevisiae NALP1/ASC/caspase-1 growth, X-gal OD620, 72 h | inhibition, % at 10 µM | 0.61% of 280,000 active; in the data active = inhibition mostly above about 24%, no sharp cut-off; inactive = mostly below about 32%; also: some compounds called inactive have numbers as strong as hits
PHOSPHO1 block = PubChem AID 1565 | inhibition, % at 13.3 µM | 1.1% of 290,000 active | recombinant PHOSPHO1, absorbance phosphatase assay | Phosphoethanolamine/phosphocholine phosphatase (Homo sapiens), Q8TCT1; in the data active = inhibition above about 60%
Target sequence (Q8TCT1 whole entry, looked up): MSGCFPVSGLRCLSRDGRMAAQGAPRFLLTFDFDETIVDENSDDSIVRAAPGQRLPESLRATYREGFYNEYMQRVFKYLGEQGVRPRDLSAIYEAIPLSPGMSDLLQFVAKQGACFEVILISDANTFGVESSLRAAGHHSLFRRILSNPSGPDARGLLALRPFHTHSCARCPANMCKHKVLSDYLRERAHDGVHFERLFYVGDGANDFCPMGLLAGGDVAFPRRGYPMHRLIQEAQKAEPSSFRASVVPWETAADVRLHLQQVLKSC
MEKK3 PB1 HTS = modulators of MEKK3-MEK5 PB1 binding, primary screen, biochemical, wildtype MEKK3, multiplex bead flow cytometry, Alexa488-MEK5. Mitogen-activated protein kinase kinase kinase 3 (Homo sapiens), Q99759. bead-based flow cytometry, Alexa488-MEK5 binding to MEKK3; actives lie on both sides; 0 = blocked by unlabeled MEK5, 100 = vehicle. binding response (% of control), % at 10 µM. 1.4% of 290,000 active;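 active = binding response more than 3 SD above or below the average of its plate-row segment, actives on both sides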;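 also: Alexa488 bead fluorescence after subtracting the streptavidin-only scavenger bead signal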
MEKK2 WT-MEK5 = modulators of MEK5 binding to wildtype MEKK2, primary screen, biochemical, multiplex bead flow cytometry, Alexa488-MEK5; AID 1531, 2009; Alexa488-MEK5 binding to MEKK2 WT; actives lie on both sides; binding response (% of control), % at 10 µM; Mitogen-activated protein kinase kinase kinase 2 (Homo sapiens), Q9Y2U5; 1.1% of 290,000 active; in the data active = binding response below about 67% or above about 130%
DNA FID counter = compounds displacing fluorescent DNA intercalator, primary screen, artefact control for HCV NS3 helicase inhibitor project, biochemical, FID fluorescence. AID 1845, 2009. 0.17% of 290,000 active. inhibition, % at 7.9 µM. DNA fluorescent intercalator displacement; in the data active = inhibition above about 37%;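 also: 0% = vehicle and 100% = reference compound; higher means more ethidium bromide displaced from hairpin DNA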
MEKK2mut PB1 HTS = MEK5 binding signal on mutant MEKK2 PB1, primary screen, biochemical, multiplex bead flow cytometry, Alexa488-MEK5 | Alexa488-MEK5 binding to MEKK2 mutant | percent response, % at 10 µM | 0.35% of 290,000 active | AID 1530, 2009; in the data active = percent response above about 24%, passing the limit was not always enough; also: inactives centre near 1; some results filed as inactive read as strong as hits; reference of the scale not given here
M18AAP inhibitor = PfM18AAP inhibitors, malaria aminopeptidase, primary screen, biochemical, QFRET, recombinant enzyme; H-Glu-NHMec fluorogenic cleavage; AID 1822, 2009; 1.2% of 290,000 active; inhibition, % at 7.35 µM;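 active = inhibition above the campaign mean inhibition over all tested compounds plus 3 SD, cut at about 28% in these data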;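 also: 0% = plate median of test compound wells and 100% = 2 mM ZnCl2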
OXTR ag = human OXTR agonists, primary screen, fluorescence, CHO-OTR cells, Fluo-8 calcium. Fluo-8 calcium fluorescence; normalized: DMSO 0%, oxytocin 100%. activation, % at 3 µM. 0.32% of 320,000 active;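 active = activation above the mean of all tested compounds plus 3 SD, cutoff set per screening run, cut at about 20% in these data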;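 also: peak over basal fluorescence ratio from a 100 s FLIPR kinetic read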
Target sequence (P30559 whole entry, looked up): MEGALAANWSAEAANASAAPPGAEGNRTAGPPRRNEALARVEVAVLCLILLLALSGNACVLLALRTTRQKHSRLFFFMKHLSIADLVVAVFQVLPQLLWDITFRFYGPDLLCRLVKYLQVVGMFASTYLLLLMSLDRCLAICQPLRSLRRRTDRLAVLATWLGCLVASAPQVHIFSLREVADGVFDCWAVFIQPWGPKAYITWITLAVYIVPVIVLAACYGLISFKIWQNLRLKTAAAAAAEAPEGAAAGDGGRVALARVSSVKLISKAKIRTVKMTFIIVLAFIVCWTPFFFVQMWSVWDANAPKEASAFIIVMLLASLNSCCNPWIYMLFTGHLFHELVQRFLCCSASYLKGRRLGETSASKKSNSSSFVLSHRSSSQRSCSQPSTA
GPR7 antag = GPR7 receptor antagonists, primary screen, cell-based, fluorescence, single concentration; Neuropeptides B/W receptor type 1 (Homo sapiens), P48145; AID 1861, 2009; 1.1% of 290,000 active; GPR7-expressing cells, fluorescence antagonist assay; inhibition, % at 4.4 µM; in the data active = inhibition above about 16%, passing the limit was not always enough;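 also: cells stimulated with the agonist NPW; 0% = agonist with vehicle and 100% = vehicle without agonist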
Target sequence (P48145 whole entry, looked up): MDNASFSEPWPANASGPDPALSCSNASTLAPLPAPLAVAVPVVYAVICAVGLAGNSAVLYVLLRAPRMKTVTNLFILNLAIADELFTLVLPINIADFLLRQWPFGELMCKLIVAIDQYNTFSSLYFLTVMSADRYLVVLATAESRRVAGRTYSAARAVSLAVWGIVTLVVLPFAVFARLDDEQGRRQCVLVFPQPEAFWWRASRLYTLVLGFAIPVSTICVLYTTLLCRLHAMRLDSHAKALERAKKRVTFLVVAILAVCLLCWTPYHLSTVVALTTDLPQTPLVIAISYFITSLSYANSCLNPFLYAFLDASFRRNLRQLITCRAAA
Starred values were filed as active, the others as inactive; . = no result given; [ ] = dose if it differs, or a comment.

Preview:
SMILES	NALP1 yeast inh	PHOSPHO1 block	MEKK3 PB1 HTS	MEKK2 WT-MEK5	DNA FID counter	MEKK2mut PB1 HTS	M18AAP inhibitor	OXTR ag	GPR7 antag
COc1ccc(C(=O)/C=C/c2cn(CC(O)CN3CCOCC3)c3ccccc23)cc1 (configuration not stated)	20	2	88	98	9	1	-15	9.0	-6
COc1cccc(NC(=O)CCN2C(=O)c3ccc([N+](=O)[O-])cc3C2=O)c1	13	3	96	97	15	-2	14	-0.1	5
O=C(Cc1ncc(C(F)(F)F)cc1Cl)Nc1ccc(F)cc1	24	-10	96	98	-3	4	-4	-0.6	-6
CCC1Oc2ccc(C)cc2N(CC(=O)NCc2cc(OC)ccc2OC)C1=O (configuration not stated)	-18	-3	105	108	1	9	8	-2.1	-1
COc1ccccc1NC(=O)C(=O)c1cn(CC(=O)N2CCCC2)c2ccccc12	4	28	92	94	-39	-4	2	-0.9	13
CC(C)(C)NC(=S)Nc1ccc(Nc2ccccc2)cc1	-3	24	97	96	16	-4	18	1.9	11
CN(C)CCCNC(=O)c1cc(S(=O)(=O)N2CCOCC2)ccc1F	1	-4	98	102	1	1	-3	-0.1	-11
CCCCNC(=O)/C(C#N)=C/c1ccc(-c2ccc(S(=O)(=O)N3CCOCC3)cc2)o1	22	-12	89	93	1	-1	3	-0.3	-4
Clc1ccc(SCc2csc(N3CCOCC3)n2)cc1	21	21	74*[inhibitor]	75	-20	-32	-13	-2.8	-11
CN1CCO/C1=C(\C(Cl)=C(Cl)Cl)[N+](=O)[O-]	-14	28	98	92	10	3	-3	1.2	1
CC1(c2ccc(OC(F)F)cc2)NC(=O)N(CC(=O)Nc2ccc(F)cc2)C1=O (configuration not stated)	18	15	103	99	-5	-6	-11	27*	43*
COc1ccc(-c2ccc(/C=C3/C(=N)N4C=CSC4=NC3=O)o2)c([N+](=O)[O-])c1	18	-2	134*	97	1	-1	4	0.0	-17
CCOC(=O)C1CCCN(Cc2ccc(O)c(OC)c2)C1 (configuration not stated)	19	9	100	100	-6	1	8	0.8	2
O=C(NCCCc1ccccc1)c1cc([N+](=O)[O-])ccc1Cl	9	37	97	95	0	-4	-4	-1.6	6
Cc1ccccc1-n1c(=S)[nH]c2nc3c(cc2c1=O)CCCC3	11	28	100	92	-2	-7	0	-0.2	-4
O=S1(=O)[C@H]2C[C@@H]3C=C[C@@]2(CN1Cc1cccc(F)c1)O3	5	10	101	104	-9	-3	-1	1.4	-3

Results, previewed entries included:
SMILES	NALP1 yeast inh	PHOSPHO1 block	MEKK3 PB1 HTS	MEKK2 WT-MEK5	DNA FID counter	MEKK2mut PB1 HTS	M18AAP inhibitor	OXTR ag	GPR7 antag
COc1ccc(C(=O)/C=C/c2cn(CC(O)CN3CCOCC3)c3ccccc23)cc1 (configuration not stated)	20	2	88	98	9	1	-15	9.0	-6
COc1cccc(NC(=O)CCN2C(=O)c3ccc([N+](=O)[O-])cc3C2=O)c1	13	3	96	97	15	-2	14	-0.1	5
O=C(Cc1ncc(C(F)(F)F)cc1Cl)Nc1ccc(F)cc1	24	-10	96	98	-3	4	-4	-0.6	-6
CCC1Oc2ccc(C)cc2N(CC(=O)NCc2cc(OC)ccc2OC)C1=O (configuration not stated)	-18	-3	105	108	1	9	8	-2.1	-1
COc1ccccc1NC(=O)C(=O)c1cn(CC(=O)N2CCCC2)c2ccccc12	4	28	92	94	-39	-4	2	-0.9	13
CC(C)(C)NC(=S)Nc1ccc(Nc2ccccc2)cc1	-3	24	97	96	16	-4	18	1.9	11
CN(C)CCCNC(=O)c1cc(S(=O)(=O)N2CCOCC2)ccc1F	1	-4	98	102	1	1	-3	-0.1	-11
CCCCNC(=O)/C(C#N)=C/c1ccc(-c2ccc(S(=O)(=O)N3CCOCC3)cc2)o1	22	-12	89	93	1	-1	3	-0.3	-4
Clc1ccc(SCc2csc(N3CCOCC3)n2)cc1	21	21	74*[inhibitor]	75	-20	-32	-13	-2.8	-11
CN1CCO/C1=C(\C(Cl)=C(Cl)Cl)[N+](=O)[O-]	-14	28	98	92	10	3	-3	1.2	1
CC1(c2ccc(OC(F)F)cc2)NC(=O)N(CC(=O)Nc2ccc(F)cc2)C1=O (configuration not stated)	18	15	103	99	-5	-6	-11	27*	43*
COc1ccc(-c2ccc(/C=C3/C(=N)N4C=CSC4=NC3=O)o2)c([N+](=O)[O-])c1	18	-2	134*	97	1	-1	4	0.0	-17
CCOC(=O)C1CCCN(Cc2ccc(O)c(OC)c2)C1 (configuration not stated)	19	9	100	100	-6	1	8	0.8	2
O=C(NCCCc1ccccc1)c1cc([N+](=O)[O-])ccc1Cl	9	37	97	95	0	-4	-4	-1.6	6
Cc1ccccc1-n1c(=S)[nH]c2nc3c(cc2c1=O)CCCC3	11	28	100	92	-2	-7	0	-0.2	-4
O=S1(=O)[C@H]2C[C@@H]3C=C[C@@]2(CN1Cc1cccc(F)c1)O3	5	10	101	104	-9	-3	-1	1.4	-3
COc1ccc(C(=O)NN2C(=S)N(c3ccc(OC)cc3)C(=O)C2CC(N)=O)cc1 (configuration not stated)	.	8	102	100	-7	4	-4	2.2	-4
COc1ccc(NC(=O)CN2CCC(n3c(C)nc4cc(F)ccc43)CC2)c(OC)c1	14	39	.	.	-9	.	-5	5.1	-20
Cc1c(O)ccc2c(CC(=O)N[C@@H](Cc3c[nH]c4ccccc34)C(=O)O)cc(=O)oc12	6	9	101	100	-9	3	-1	0.5	4
COc1ccccc1NC(=O)N1CCCC1C(=O)NC1CCCCC1 (configuration not stated)	32	24	101	99	-5	-2	-4	-0.5	-13
Cc1ccc2[nH]cc(CCNC(=O)c3ccc4c(c3)OCO4)c2c1	15	-167	104	106	-5	8	1	1.1	6
CCc1ccc(/C=C2/SC(=S)N(CCCC(=O)Nc3ccccc3C(=O)O)C2=O)cc1	8	15	101	95	-24	-2	0	-0.1	-12
CCc1cccc2c(/C=N/NC(=O)c3cccc(S(=O)(=O)Nc4ccccc4Cl)c3)c[nH]c12	29	9	108	105	1	3	5	0.2	-7
CC(C)OCCCNC(=O)CCC(=O)NNc1nc2ccccc2c2nc(-c3ccccc3)nn12	22	-2	91	92	-8	-4	6	-1.1	13
Cc1cc(NC(=O)c2ccccc2)nc(C)n1	21	37	86	90	-2	-6	-8	-0.4	-7
COC(=O)c1c(NC(=O)C2C3CCC(C3)C2C(=O)O)sc2c1CCCCC2 (configuration not stated)	4	48	103	102	-48	4	2	0.0	-7
CC(=O)N/N=C(\C)c1cccc(C(F)(F)F)c1	20	36	111	110	1	-1	-11	0.6	-5
N#CCC(=O)Nc1ccc(C(=O)NCc2cccc(Cl)c2)cc1	.	30	84	90	-18	-7	-1	0.2	-8
O=C(NCc1ccco1)c1c(F)c(F)c(F)c(C(=O)NCc2ccco2)c1F	8	35	94	91	-3	-7	4	-0.5	12
CCN(CC)C(=O)Cn1nc(-c2ccccc2O)nc1SCC(=O)Nc1ccc(OC)cc1	-5	-27	95	95	-10	-1	2	0.7	-8
CC(=O)c1cccc(N(CC(=O)NC2CCCC2)C(=O)c2csnn2)c1	2	26	102	100	-6	4	-10	-0.1	-8
O=C(CCc1nc2ccccc2c(=O)[nH]1)N1CCN(c2ccc(F)cc2)CC1	-4	11	93	90	-20	-5	0	-2.7	1
COc1ccccc1CNC(=O)c1cc(S(=O)(=O)N2CCCCC2)c[nH]1	25	5	94	98	-49	0	-5	1.9	0
Cc1cc(C)cc(N=Cc2c(O)c3ccccc3oc2=O)c1	4	-16	96	88	2	-10	2	-0.5	-5
C=CCN(C(=O)CNC(=O)c1cccs1)C(C(=O)NC1CCCCC1)c1cccnc1 (configuration not stated)	-12	33	104	101	-6	-13	-8	0.1	2
CCOc1ccc(C(C)=O)cc1CSc1nc2nc(C)cc(C)n2n1	-8	21	99	103	-5	0	-7	0.3	-9
COc1ccccc1N1CCN(CC(=O)Nc2c(C)n[nH]c2C)CC1	.	.	96	95	-3	6	1	-0.2	-6
CS(=O)(=O)N1CCC(C(=O)Nc2ccccc2F)CC1	-8	-14	98	110	0	4	2	-0.3	7
CCC12C(=O)C(CC)(C(c3ccccc3)=C1c1ccccc1)[C@@H]1C(=O)N(c3ccc(C)cc3)C(=O)C12 (some centres not stated)	23	-63	96	91	6	-4	3	-0.6	-2
Cc1ccc(CNC(=O)Nc2ccccc2)n1C	12	29	99	101	-8	-1	21	-0.1	-10

2 entries from above, with two lines to a compound.
Every second line gives: NALP1 yeast inh	PHOSPHO1 block	MEKK3 PB1 HTS	MEKK2 WT-MEK5	DNA FID counter	MEKK2mut PB1 HTS	M18AAP inhibitor	OXTR ag	GPR7 antag
> N#CCC(=O)Nc1ccc(C(=O)NCc2cccc(Cl)c2)cc1
  .	30	84	90	-18	-7	-1	0.2	-8
> O=C(NCc1ccco1)c1c(F)c(F)c(F)c(C(=O)NCc2ccco2)c1F
  8	35	94	91	-3	-7	4	-0.5	12

Next section
SMILES	NALP1 yeast inh	PHOSPHO1 block	MEKK3 PB1 HTS	MEKK2 WT-MEK5	DNA FID counter	MEKK2mut PB1 HTS	M18AAP inhibitor	OXTR ag	GPR7 antag
O=C(CCCN1C(=O)/C(=C\c2ccco2)SC1=S)Nc1ccc2ccccc2c1	15	-1	103	83	-5	-1	3	-1.1	-11
Cc1c(Cl)cccc1NC(=O)CC1Oc2ccccc2NC1=O (configuration not stated)	7	.	107	107	-11	8	-6	-0.3	-1
COC(=O)c1ccc(CSc2nnc3ccccn23)o1	10	20	88	92	-6	-5	-1	1.6	7
O=C(c1cccc(F)c1)N1CCN(c2cccc(Cl)c2)CC1	6	-15	109	100	-22	2	14	-0.4	-6
CCNC(=O)c1c(NC(=O)c2cc(-c3cc(C)ccc3O)n[nH]2)sc2c1CCCC2	22	16	115	97	0	0	3	-0.4	-8
Cc1ccnc(NC(=O)C2CCN(S(=O)(=O)c3cccc4nonc34)CC2)c1	-9	5	103	104	2	1	-8	1.1	-6
COCCCn1c(SCC(=O)N2CC(=O)Nc3ccccc32)nnc1-c1ccoc1C	-12	-28	98	100	-22	3	4	1.0	6
O=C(NC(NC(=O)c1ccccc1)c1cccc([N+](=O)[O-])c1)c1ccccc1	33	-27	94	97	6	-2	-2	2.4	-6
